Source: PubChem (Southern Research Specialized Biocontainment Screening Center)
H37Rv inhibition – M. tuberculosis growth inhibition, HTS (AID 449762) | inhibition, % at 25 µM; hits with a dose series show IC50 in µM | 330,000 tested, 0.59% active | M. tuberculosis H37Rv growth inhibition, 7H9 media; higher % means a stronger effect; in the data active = a potency from the dose series; inconclusive = inhibition above about 70% without an active follow-up result;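 note: bacterial growth assessed after seven days of incubation; strong numbers were not always called active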
H1N1 NS1A inhibition – NS1A inhibition, H1N1 influenza, cell based functional assay (AID 504329); NS1A functional cell-based assay, percent inhibition; higher % means a stronger effect; one-dose inhibition, % at 12.5 µM; IC50 in µM for titrated hits; 340,000 tested, 0.3% active; in the data active = a potency from the dose series; inconclusive = inhibition above about 27% without an active follow-up result; note: strong numbers were not always called active
Salmonella PhoP GFP – Inhibition of PhoP regulon, Salmonella typhi GFP reporter cells, confirmation, 4 h (AID 1850) | 310,000 tested, 0.33% active | inhibition, % at 50 µM, or IC50 in µM where a hit was titrated | Salmonella Typhi PhoP-promoter GFP reporter, fluorescence, 4 h; higher % means a stronger effect; in the data active = a potency from the dose series; inconclusive = inhibition mostly from about 25% at the one dose, without a potency; inactive = the rest, 99 in 100 with inhibition below about 19%;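 note: 0% = induced wells with vehicle and 100% = uninduced wells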
inhibitors of VEEV – inhibitors of VEEV TC-83 cytopathic effect, confirmation, Vero cells (AID 588727); 350,000 tested, 0.13% active; one-dose inhibition, % at 20 µM; IC50 in µM for titrated hits; Vero cells, VEEV TC-83 cytopathic effect inhibition; higher % means a stronger effect; in the data active = a potency from the dose series; inconclusive = inhibition mostly from about 14% at the one dose, without a potency; inactive = the rest, 99 in 100 with inhibition below about 12%; note: strong numbers were not always called active
M. tuberculosis – growth inhibition of non-replicating M. tuberculosis (AID 488890); Mycobacterium tuberculosis non-replicating, growth inhibition; higher % means a stronger effect; one-dose inhibition, % at 25 µM; IC50 in µM for titrated hits; 320,000 tested, 0.39% active; in the data active = a potency from the dose series; inconclusive = inhibition mostly from about 82% at the one dose, without a potency; inactive = the rest, 99 in 100 with inhibition below about 76%;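 note: plate controls were DMSO cells for no effect and high antibiotic wells for full effect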
* = called active by the depositor. Rows were taken by chance; any-hit rate near 1.6%.

CC(Oc1ccccc1)C(=O)N=C1SC2CS(=O)(=O)CC2N1Cc1ccc(F)cc1 (centres undefined) was read as H37Rv inhibition 4%, H1N1 NS1A inhibition -4%, Salmonella PhoP GFP 3%, inhibitors of VEEV 3.9% and M. tuberculosis 12%.
For COc1ccc(Cl)cc1C(=O)CSc1nnnn1C1CCCC1 the results were H37Rv inhibition -4%, H1N1 NS1A inhibition -5%, Salmonella PhoP GFP -7%, inhibitors of VEEV 2.2% and M. tuberculosis 41%.
For CCOC(=O)Cc1csc(NC(=O)c2ccc(S(=O)(=O)N(CCOC)CCOC)cc2)n1 the results were H37Rv inhibition 2%, H1N1 NS1A inhibition -15%, Salmonella PhoP GFP -7%, inhibitors of VEEV 0.4% and M. tuberculosis 15%.
For Cc1ccc(C(=O)Cn2nnc3ccccc32)cc1[N+](=O)[O-] the results were H37Rv inhibition -1%, H1N1 NS1A inhibition 0%, Salmonella PhoP GFP -1%, inhibitors of VEEV 4.7% and M. tuberculosis -2%.
Screening CC(C)Oc1ccc(CC2CC(=O)NC2=O)cc1 (centres undefined) returned H37Rv inhibition -8%, H1N1 NS1A inhibition -1%, Salmonella PhoP GFP -14%, inhibitors of VEEV 3.8% and M. tuberculosis -16%.
`CC(C(=O)Nc1nncs1)N1C(=O)C2C3C=CC(C3)C2C1=O` (centres undefined) gave H37Rv inhibition -12%, H1N1 NS1A inhibition 14%, Salmonella PhoP GFP -1%, inhibitors of VEEV inactive and M. tuberculosis 0%.
For O=S(=O)(Nc1ncnc2sc3c(c12)CCC3)c1ccc2ccccc2c1 the results were H37Rv inhibition 12%, H1N1 NS1A inhibition -9%, Salmonella PhoP GFP 0%, inhibitors of VEEV 4.4% and M. tuberculosis 45%.
For O=C(N/N=C/c1ccc([N+](=O)[O-])s1)c1ccncc1 the results were H37Rv inhibition inconclusive, H1N1 NS1A inhibition 2%, Salmonella PhoP GFP -1%, inhibitors of VEEV inconclusive and M. tuberculosis 1.8µM*.
`CN1C[C@@H]2[C@@H]3C(=O)N(C)C(=O)[C@@H]3[C@](C)(C1=O)N2C(=O)c1ccc(Cl)cc1` gave H1N1 NS1A inhibition -12% and inhibitors of VEEV inactive.
Screening Cc1cnc(C(=O)OCc2ccc(Br)cc2F)cn1 returned H37Rv inhibition -9%, H1N1 NS1A inhibition -1%, Salmonella PhoP GFP -1%, inhibitors of VEEV 0.3% and M. tuberculosis 78%.
`CC1CCN(CCCCOc2ccc(Cl)cc2)CC1` gave H37Rv inhibition -3%, H1N1 NS1A inhibition -8%, Salmonella PhoP GFP 44%, inhibitors of VEEV 0.7% and M. tuberculosis 40%.
`CC(C)(C)c1ccc(C(=O)Nc2nnc(C3=COCCO3)o2)cc1` gave H37Rv inhibition inconclusive, H1N1 NS1A inhibition -5%, Salmonella PhoP GFP -10%, inhibitors of VEEV 4.5% and M. tuberculosis 3.1µM*.
For Cc1cccc(C(=O)Nc2nnc(-c3ccco3)o2)c1 the results were H37Rv inhibition inconclusive, H1N1 NS1A inhibition -5%, Salmonella PhoP GFP -1%, inhibitors of VEEV 1.2% and M. tuberculosis inconclusive.
For O=C(c1ccco1)N1CCN(C(=O)C2CC(c3ccc(F)cc3)=NO2)CC1 (centres undefined) the results were H37Rv inhibition 11%, H1N1 NS1A inhibition 10%, Salmonella PhoP GFP -4%, inhibitors of VEEV inactive and M. tuberculosis 16%.
Screening O=C(Cn1c(NCCO)nc2ccccc21)N1CCN(Cc2ccccc2)CC1 returned H37Rv inhibition 6%, H1N1 NS1A inhibition -2%, Salmonella PhoP GFP 8%, inhibitors of VEEV 0.1% and M. tuberculosis -1%.
For Cc1ccc(S(=O)(=O)N2CCN(C(=O)COC(=O)c3cnc(C)cn3)CC2)c(C)c1 the results were H37Rv inhibition -8%, H1N1 NS1A inhibition -6%, Salmonella PhoP GFP 7%, inhibitors of VEEV 1.2% and M. tuberculosis -12%.
`CCC(CCC(=O)Nc1ccc(S(N)(=O)=O)cc1)C(=O)O` (centres undefined) gave H37Rv inhibition 0%, H1N1 NS1A inhibition 1%, Salmonella PhoP GFP 7%, inhibitors of VEEV inactive and M. tuberculosis 5%.
`Cc1ccc2c(c1)COc1c3ccc(C(=O)NCCO)cc3nn1-2` gave H37Rv inhibition -4%, H1N1 NS1A inhibition -14%, Salmonella PhoP GFP 8%, inhibitors of VEEV 8.2% and M. tuberculosis 8%.
For O=C(NCc1ccc2c(c1)OCO2)C1CCCCC1 the results were H37Rv inhibition 0%, H1N1 NS1A inhibition -9%, Salmonella PhoP GFP -4%, inhibitors of VEEV 0.5% and M. tuberculosis 47%.
Screening Cc1nn(S(=O)(=O)c2cccc([N+](=O)[O-])c2)c(C)c1Br returned H37Rv inhibition 8%, H1N1 NS1A inhibition 3%, Salmonella PhoP GFP -1%, inhibitors of VEEV 5.7% and M. tuberculosis 16%.
Cc1nnsc1C(=O)Nc1cc(Cl)ccc1Cl was read as H37Rv inhibition -8%, H1N1 NS1A inhibition 17%, Salmonella PhoP GFP -4%, inhibitors of VEEV 1.1% and M. tuberculosis -10%.
Screening COc1cc(/C=C(\C#N)c2nnc(N3CCOCC3)n2-c2ccccc2)ccc1O returned H37Rv inhibition -1%, H1N1 NS1A inhibition 5%, Salmonella PhoP GFP 4%, inhibitors of VEEV 7.2% and M. tuberculosis -5%.
For Cc1ccc(-n2ncc3c(=O)n(Cc4ccccn4)cnc32)cc1C the results were H37Rv inhibition -4%, H1N1 NS1A inhibition -16%, Salmonella PhoP GFP -10%, inhibitors of VEEV 4.8% and M. tuberculosis 2%.
Screening CCC1C(=O)N(c2nc(C)cc(C)n2)N=C1C (centres undefined) returned H37Rv inhibition 4%, H1N1 NS1A inhibition -9%, Salmonella PhoP GFP 1%, inhibitors of VEEV 0.3% and M. tuberculosis -3%.
For CC(=O)c1cccc(NC(=S)NNC(=O)c2ccc(C)c([N+](=O)[O-])c2)c1 the results were H37Rv inhibition 0%, H1N1 NS1A inhibition -2%, Salmonella PhoP GFP 17%, inhibitors of VEEV 0.2% and M. tuberculosis 2%.
Screening CC(C)N(CCn1c(SCC(=O)N2CC(=O)Nc3ccccc32)nc2ccccc2c1=O)C(C)C returned H37Rv inhibition 1%, H1N1 NS1A inhibition -4%, Salmonella PhoP GFP 8%, inhibitors of VEEV 5.1% and M. tuberculosis 29%.
`O=C(CNC(=O)C1COc2ccccc2O1)Nc1cc(Cl)ccc1Cl` (centres undefined) gave H1N1 NS1A inhibition -16% and inhibitors of VEEV 0.5%.
O=C(NCc1ccco1)c1ccc2c(c1)CCO2 was read as H37Rv inhibition 6%, H1N1 NS1A inhibition -2%, Salmonella PhoP GFP -2%, inhibitors of VEEV 0.9% and M. tuberculosis 54%.
For COc1ccc(C2CC(c3ccc(Br)cc3)=NN2C(=O)CSC2=NCCS2)cc1 (centres undefined) the results were H37Rv inhibition 21%, H1N1 NS1A inhibition 6%, Salmonella PhoP GFP -3%, inhibitors of VEEV 0.3% and M. tuberculosis 31%.
Screening CCOC(=O)c1cnc2c(OC)cccc2c1N1CCN(c2ccccn2)CC1 returned H37Rv inhibition 26%, H1N1 NS1A inhibition 3%, Salmonella PhoP GFP 10%, inhibitors of VEEV 8.7% and M. tuberculosis 31%.

Part of the list above in order of SMILES length, lowest first.
Cc1nnsc1C(=O)Nc1cc(Cl)ccc1Cl was read as H37Rv inhibition -8%, H1N1 NS1A inhibition 17%, Salmonella PhoP GFP -4%, inhibitors of VEEV 1.1% and M. tuberculosis -10%.
Screening CC(C)Oc1ccc(CC2CC(=O)NC2=O)cc1 (centres undefined) returned H37Rv inhibition -8%, H1N1 NS1A inhibition -1%, Salmonella PhoP GFP -14%, inhibitors of VEEV 3.8% and M. tuberculosis -16%.
`Cc1ccc2c(c1)COc1c3ccc(C(=O)NCCO)cc3nn1-2` gave H37Rv inhibition -4%, H1N1 NS1A inhibition -14%, Salmonella PhoP GFP 8%, inhibitors of VEEV 8.2% and M. tuberculosis 8%.

Next section
`OC(CNC1Cc2ccccc2C1)c1ccccc1` (centres undefined) gave H37Rv inhibition -3%, H1N1 NS1A inhibition 7%, Salmonella PhoP GFP 0%, inhibitors of VEEV inactive and M. tuberculosis -5%.
`Cn1nnc(NC(=S)NC(=O)c2cc3ccccc3o2)n1` gave H37Rv inhibition -1%, H1N1 NS1A inhibition 1%, Salmonella PhoP GFP 1%, inhibitors of VEEV inactive and M. tuberculosis 51%.
Screening O=C(Cc1ccccc1)NCCc1c[nH]c2ccccc12 returned H37Rv inhibition 4%, H1N1 NS1A inhibition -1%, Salmonella PhoP GFP -8%, inhibitors of VEEV inactive and M. tuberculosis -6%.
O=C(O)c1ccn(CSc2cc(Cl)ccc2Cl)n1 was read as H37Rv inhibition -4%, H1N1 NS1A inhibition -10%, inhibitors of VEEV 1.1% and M. tuberculosis 26%.
For C=CCOc1cccc(C2c3c(oc4ccccc4c3=O)C(=O)N2c2ccccn2)c1 (centres undefined) the results were H37Rv inhibition -10%, H1N1 NS1A inhibition 0%, Salmonella PhoP GFP 7%, inhibitors of VEEV inactive and M. tuberculosis 3%.
Screening O=C(CN(Cc1ccccc1Cl)C(=O)CNS(=O)(=O)c1ccc(F)cc1)NCC1CCCO1 (centres undefined) returned H37Rv inhibition 1%, H1N1 NS1A inhibition 6%, Salmonella PhoP GFP 1%, inhibitors of VEEV inactive and M. tuberculosis -4%.
CCOC(=O)Nc1ccc2c(c1)C(=NNC(N)=S)c1ccccc1-2 was read as H1N1 NS1A inhibition -2% and inhibitors of VEEV 12%.
For COc1ccc(Cl)cc1-n1c(C)cc(C=O)c1C the results were H37Rv inhibition 7%, H1N1 NS1A inhibition 3%, Salmonella PhoP GFP -4%, inhibitors of VEEV 3.2% and M. tuberculosis 23%.
For CCC(=O)N1CCN(c2ccccc2NC(=S)NC(=O)c2ccco2)CC1 the results were H37Rv inhibition 5%, H1N1 NS1A inhibition -8%, Salmonella PhoP GFP 4%, inhibitors of VEEV 7.1% and M. tuberculosis -5%.
Screening CCOC(=O)c1cn(CC)c2cc(F)c(F)cc2c1=O returned H37Rv inhibition -1%, H1N1 NS1A inhibition -2%, Salmonella PhoP GFP -2%, inhibitors of VEEV inactive and M. tuberculosis -5%.
For O=C(/C=C/c1ccccc1Cl)N1CCCN(C(=O)/C=C/c2ccccc2Cl)CC1 the results were H37Rv inhibition -6%, H1N1 NS1A inhibition -3%, Salmonella PhoP GFP -5%, inhibitors of VEEV 1.4% and M. tuberculosis 19%.
`CCCC(O)(c1ccc(OC)cc1)C(CN(C)C)c1ccccc1` (centres undefined) gave H37Rv inhibition -9%, H1N1 NS1A inhibition 2%, Salmonella PhoP GFP -6%, inhibitors of VEEV inactive and M. tuberculosis 22%.
For O=C(Nc1ccccc1F)C(=Cc1sc(N2CCOCC2)nc1-c1ccccc1)C(=O)Nc1ccccc1F the results were H37Rv inhibition 6%, H1N1 NS1A inhibition -5%, Salmonella PhoP GFP -6%, inhibitors of VEEV inactive and M. tuberculosis 3%.
O=C(COC(=O)Cc1ccc(Cl)cc1)NCCc1ccccc1 was read as H37Rv inhibition 15%, H1N1 NS1A inhibition 8%, inhibitors of VEEV 0.3% and M. tuberculosis 78%.
Cc1ccc(SC(CC(=O)c2ccc(C(C)(C)C)cc2)C(=O)O)cc1 (centres undefined) was read as H37Rv inhibition 7%, Salmonella PhoP GFP 6%, inhibitors of VEEV inconclusive and M. tuberculosis 79%.
Screening COC(=O)c1cc2nc(-c3ccc(OC)c(OC)c3)cc(C(F)(F)F)n2n1 returned H37Rv inhibition -1%, H1N1 NS1A inhibition -7%, Salmonella PhoP GFP 6%, inhibitors of VEEV 1.7% and M. tuberculosis -3%.
For O=C(Nc1ccc(C(=O)O)cc1)/C(=C\c1ccc2c(c1)OCO2)NC(=O)c1ccco1 the results were H37Rv inhibition -6%, H1N1 NS1A inhibition 3%, Salmonella PhoP GFP -5%, inhibitors of VEEV 1.4% and M. tuberculosis 2%.
`COc1ccc(N2CCN(C(=O)c3ccc4c(=O)n(CC5CCCO5)c(=O)[nH]c4c3)CC2)cc1` (centres undefined) gave H1N1 NS1A inhibition -3%, Salmonella PhoP GFP -7%, inhibitors of VEEV 5.4% and M. tuberculosis 35%.
Screening CS(=O)(=O)Nc1ccc(C2=NN(C(=O)CCCC(=O)O)C(c3cccs3)C2)cc1 (centres undefined) returned H37Rv inhibition 0%, H1N1 NS1A inhibition -21%, Salmonella PhoP GFP 3%, inhibitors of VEEV 0.8% and M. tuberculosis -14%.
`N#Cc1nc(COc2ccccc2F)oc1NCc1ccc(F)cc1` gave H37Rv inhibition -7%, H1N1 NS1A inhibition 5%, Salmonella PhoP GFP -10% and inhibitors of VEEV 0.9%.
For CCOC(=O)Cn1nc(C)n(-c2c(C)cccc2C)c1=O the results were H37Rv inhibition 2%, H1N1 NS1A inhibition 0%, Salmonella PhoP GFP -17%, inhibitors of VEEV 1.5% and M. tuberculosis -9%.
